ELG1 DNA repair = blocks ELG1-dependent DNA repair in HEK293T cells; Potency, µM (highest dose often 46.1 µM), for inactives: top-dose activity change, negative = inhibition, most hits filed as inhibitors; 330,000 tested, 2.3% active; AID 504467; HEK293T ELG1-luciferase reporter, luminescence, 16 h; DNA damage induced by 5-fluorouridine; further: potency means the concentration at half of the fitted maximal effect; on the % scale 0 is the no-effect control and ±100 the full control effect; nearly all actives have a fitted effect of over 55% in size
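5-Fluorouridine DNA damage + compound/DMSO, 2,000 cells/well, 16 h, 37 °C/5% CO2. ONE-Glo, 30 min RT, luminescence. Readout = decrease in reporter signal.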
Tb PFK block = T. brucei PFK enzyme inhibition | Potency, µM (top dose mostly 57.5 µM), inactives show top-dose activity, negative = inhibition, usual class: inhibitors | 330,000 tested, 0.17% active | T. brucei PFK, ADP-Glo luminescence;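 further: potency means the concentration at half of the fitted maximal effect; 0% = uninhibited 1x PFK enzyme wells and -100% = no-enzyme wells; nearly all actives have a fitted effect of over 60% in size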
Target sequence (O15648 whole entry, looked up): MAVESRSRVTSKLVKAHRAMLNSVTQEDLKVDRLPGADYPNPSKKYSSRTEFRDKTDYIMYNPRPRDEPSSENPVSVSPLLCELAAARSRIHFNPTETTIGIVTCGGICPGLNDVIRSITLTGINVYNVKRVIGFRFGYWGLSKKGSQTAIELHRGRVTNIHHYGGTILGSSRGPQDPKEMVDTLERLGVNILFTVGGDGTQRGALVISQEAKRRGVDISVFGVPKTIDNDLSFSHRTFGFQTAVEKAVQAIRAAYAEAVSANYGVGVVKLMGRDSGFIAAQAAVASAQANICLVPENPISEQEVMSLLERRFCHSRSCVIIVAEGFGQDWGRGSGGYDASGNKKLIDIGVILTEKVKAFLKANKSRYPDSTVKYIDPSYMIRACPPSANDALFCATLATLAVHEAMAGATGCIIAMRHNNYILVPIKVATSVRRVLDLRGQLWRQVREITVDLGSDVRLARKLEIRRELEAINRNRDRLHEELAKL
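Activity is normalized to no-enzyme wells (full inhibition) and 1.25 nM enzyme wells (no inhibition). Reaction: 0.5 mM F6P, 0.1 mM ATP, 45 min RT, ADP-Glo luminescence; concentration-response curves fitted and classed by quality.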
VP16 counter = inhibits Gal4-VP16 luciferase reporter, ROR gamma counter-screen. Potency, µM (highest dose often 53.6 µM), inactives show at the top dose activity, negative = inhibition, usual class: inhibitors. AID 2546. 310,000 tested, 3.5% active. Drosophila S2 Gal4-VP16 UAS-luciferase, luminescence, 20 h;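 further: Gal4-VP16 expression switched on by copper sulfate through the metallothionein promoter; potency means the concentration at half of the fitted maximal effect; on the % scale 0 is the no-effect control and ±100 the full control effect; nearly all actives have a fitted effect of over 50% in size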
TRPV1 agonist = agonists of human vanilloid receptor 1 (TRPV1); AID 540275; activation, % at 8.33 µM; Q8NER1; TRPV1-expressing cells, Fluo-8 calcium influx, agonist mode; 320,000 tested, 0.19% active; in the data active means activation above about 80%; inconclusive means between about 30% and that limit; further: 0% is about no effect
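Fluo-8 calcium influx in TRPV1-expressing cells, kinetic read (ex 480/em 520 nm). Compound added and read 3 min for agonist activity, followed by capsaicin at EC20 final and 2 min further read for enhancement.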
NPC1 promoter act = activates the NPC1 promoter. Huh7 NPC1 promoter luciferase reporter, 24 h. AID 485313. 320,000 tested, 2.4% active. Potency, µM (titrated, usually from 9.22 µM), for inactives: top-dose activation, actives largely listed as activators;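 further: potency means the concentration at half of the fitted maximal effect; % of control where 0% means no effect; nearly all actives have a fitted effect of over 60% in size; reporter is driven by a mutant NPC1 promoter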
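Readout is luciferase luminescence, reflecting NPC1 promoter activation in stably transfected Huh7 cells after 24 h compound exposure at 37 °C in reduced-serum medium with 10% FBS.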
p53 reactivation = mutant p53 re-activation in reporter cells; H1299 p53-A138V BP100-luciferase reporter, luminescence, 24 h; Potency, µM (titrated, usually from 92.2 µM), without a hit: at the highest dose activity change, positive = activation, hits mostly activators; 320,000 tested, 0.063% active; further: potency means the concentration at half of the fitted maximal effect; % of control where 0% means no effect; nearly all actives have a fitted effect of over 45% in size
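H1299 (p53-null), stable ts p53-A138V + BP100-Luc; 1000 cells/well, Opti-MEM/10% FBS; cpd 4 pt, 1:5; 24 h, 37 deg C, 5% CO2; detection reagent 10 min RT; luminescence.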
Rab9 prom act = activators of Rab9 promoter | Huh7 Rab9 promoter-luciferase reporter, luminescence, 24 h | Potency, µM (series often up to 9.22 µM), without a hit: at the top dose activation, negative = inhibition, hits mostly activators | 320,000 tested, 2.8% active | AID 485297; further: potency means the concentration at half of the fitted maximal effect; % of control where 0% means no effect; nearly all actives have a fitted effect of over 60% in size
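Huh7 cells stably carrying a Rab9 promoter-luciferase reporter, 1500 cells per well in OP-MEM I with 10% FBS, treated with compound 24 hours at 37C. Luciferase activity read by luminescence after 10 minutes with Amplite reagent.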
BRCA1 expr up = activators of BRCA1 expression. MCF7-BRCA1-FFLuc reporter, luminescence, 48 h; response scale: scaled: vehicle 0%, 10 µM genistein 100%. Potency, µM (titrated, usually from 46.1 µM), for inactives: at the highest dose activation, actives largely listed as activators. 380,000 tested, 1.1% active. AID 624202; further: potency means the concentration at half of the fitted maximal effect; nearly all actives have a fitted effect of over 80% in size; some results filed as inactive show a strong effect at the top dose
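Quantitative HTS in MCF7 cells stably reporting BRCA1 expression via firefly luciferase. Compound treatment lasts 48 h at 37 °C in phenol-red free MEM. Activation is expressed relative to genistein at 10 microM and DMSO.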
RORg inh = blocks mouse ROR gamma transcriptional activity | 310,000 tested, 5.4% active | P51450 | Potency, µM (top dose mostly 53.6 µM), without a hit: top-dose activity change, negative = inhibition, actives largely listed as inhibitors | Drosophila S2 Gal4-RORgamma UAS-luciferase reporter, 20 h; further: potency means the concentration at half of the fitted maximal effect; on the % scale 0 is the no-effect control and ±100 the full control effect; nearly all actives have a fitted effect of over 60% in size
Target sequence (P51450 whole entry, looked up, the tested form may be a part): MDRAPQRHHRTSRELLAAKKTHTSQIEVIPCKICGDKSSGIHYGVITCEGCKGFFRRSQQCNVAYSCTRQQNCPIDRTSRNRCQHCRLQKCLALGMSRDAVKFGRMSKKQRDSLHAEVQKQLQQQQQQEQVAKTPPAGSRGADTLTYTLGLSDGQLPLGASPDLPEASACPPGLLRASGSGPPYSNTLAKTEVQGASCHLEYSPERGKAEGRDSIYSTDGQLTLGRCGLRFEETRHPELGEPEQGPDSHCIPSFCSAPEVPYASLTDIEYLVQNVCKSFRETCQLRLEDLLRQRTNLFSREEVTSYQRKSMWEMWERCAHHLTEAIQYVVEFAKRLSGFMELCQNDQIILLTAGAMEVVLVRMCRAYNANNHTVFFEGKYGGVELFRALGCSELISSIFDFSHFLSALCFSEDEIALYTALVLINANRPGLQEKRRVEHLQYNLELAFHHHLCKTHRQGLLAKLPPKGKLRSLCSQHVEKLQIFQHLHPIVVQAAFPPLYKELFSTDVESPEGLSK
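Drosophila Schneider cells stably carrying a metallothionein-driven Gal4 DBD–ROR gamma fusion and a UAS-Photinus luciferase reporter were exposed to compound for 1 hr, then induced with copper sulfate (700 uM final) for 20 hr at ambient temperature before luminescence reading.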
ELG1 genotoxic = induces genotoxicity in HEK293T cells with luciferase-tagged ELG1; HEK293T ELG1-luciferase reporter, luminescence, 16 h; Potency, µM (top dose mostly 46 µM), for the others: at the highest dose activity change, positive = activation, usual class: activators; 330,000 tested, 1.3% active; AID 504466; further: potency means the concentration at half of the fitted maximal effect; % of control where 0% means no effect; nearly all actives have a fitted effect of over 60% in size
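Cells (2,000/well) expressing the ELG1-luciferase fusion are dosed by pin tool and kept 16 hr at 37 °C, 5% CO2. Signal comes from ONE-Glo luciferase reagent after 30 min at room temperature.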
FLuc modulator = firefly luciferase modulation, counter-screen for miR-21 project. P08659. purified FLuc, Km substrates, luminescence inhibition. Potency, µM (top dose mostly 57.5 µM), inactives show at the top dose activity change, negative = inhibition, hits mostly inhibitors. 360,000 tested, 6.9% active. AID 588342;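 further: potency means the concentration at half of the fitted maximal effect; plate controls were vehicle for no effect and reference inhibitor for full effect; nearly all actives have a fitted effect of over 55% in size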
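Purified P. pyralis luciferase, 10 nM final, with Km-level 10 uM D-luciferin and 10 uM ATP in 50 mM Tris acetate pH 7.5, 10 mM Mg acetate, 0.01% Tween-20, 0.05% BSA; 6-point qHTS titration about 60 µM downward; luminescence read.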
Active calls of the source: *; ? = inconclusive; nt = no result given; [ ] = dose if it differs, or a comment. Unless noted, the call rests on the fitted dose curve; in most records, active means well fitted curve in the direction sought with a large enough effect; inconclusive means small, poorly fitted or top-dose-only effect, or another doubt; inactive means no such curve, though single readings can be large; an effect the other way counts as inactive or inconclusive.

SMILES | ELG1 DNA repair | Tb PFK block | VP16 counter | TRPV1 agonist | NPC1 promoter act | p53 reactivation | Rab9 prom act | BRCA1 expr up | RORg inh | ELG1 genotoxic | FLuc modulator
COc1ccc(C(=O)Nc2cc(C(C)=O)c(C)oc2=O)cc1 | ? | -1.0% | ? | -0.8 | 8.9% | ? | -0.9% | 68.0% | 11.2µM* | 16.6% | ?
N#C/C(=N/O)c1nc(-c2ccc(F)cc2)cs1 | 2.1% | -3.0% | 1.9% | 4.2 | 1.7% | 13.5% | -12.5% | 23.9% | 4.8% | 0.6% | -3.4%
COc1ccc2nc(SCC(=O)NC3(C#N)CCCCC3)[nH]c2c1 | 2.3% | 15.2% | nt | 4.9 | 1.4% | -2.1% | 1.2% | -16.4% | nt | -2.2% | 0.8%
O=C(OCC(=O)N1CCOCC1)c1cccc(S(=O)(=O)N2CCCc3ccccc32)c1 | 0.0% | 0.5% | -4.9% | 3.3 | 4.1% | -6.0% | -9.6% | -1.6% | 0.6% | 0.3% | -6.0%
COc1ccc(C(=O)Nc2ccccc2C(=O)O)cc1NC(=O)C(c1ccccc1)c1ccccc1 | ? | 0.8% | 4.7% | -1.8 | 19.7% | 6.0% | 22.0% | 72.5% | 43.0% | 3.7% | 13.5µM*
Cc1cc(CNC(=O)Cc2ccccc2)c2ccccc2n1 | ? | 4.1% | ? | 4.8 | 7.0% | 11.9% | 10.7% | 60.4% | 38.8% | 22.1% | -9.3%
CCCC(=O)N1CCN(c2nnc(-c3ccccc3)c3ccccc23)CC1 | -15.0% | -2.0% | -7.9% | 17.3 | 3.4% | nt | -4.0% | 0.7% | 32.6%[1.91 µM] | -7.9% | -2.7%
COCC(=O)OCC(=O)Nc1ccccc1-c1ccccc1 | 25.3% | -5.7% | -0.5% | 0.1 | 0.4% | 8.4% | -1.5% | -22.6% | 2.6% | 0.2% | -1.6%
C=C(C)CN(CC)c1nc(N)c2c(N)nc3c(c2c1C#N)CC(=O)N3C12CC3CC(CC(C3)C1)C2 | ? | 3.5% | -8.1% | -2.8 | -1.9% | 8.8% | -0.6% | -65.3% | -15.0% | -1.0% | -2.1%
Cc1ccc(CN(c2ccc(C(=O)NCc3ccc4c(c3)OCO4)cc2)S(C)(=O)=O)cc1 | -17.1% | 0.3% | 3.4% | 22.7 | 2.0% | 8.1% | -4.2% | -11.2% | 10.3% | -4.7% | -1.9%
CCCCN1C(C(=O)Nc2ncccn2)=C(O)c2ccccc2S1(=O)=O | 9.2% | -1.2% | -2.3% | -4.8 | 1.5% | -1.8% | -5.3% | -1.7% | 17.1% | 1.9% | 0.6%
COc1ccc(CNC(=O)COC(=O)/C=C/c2cccc(Br)c2)cc1 | 11.9% | -4.5% | 1.3% | 26.3 | -3.1% | 0.7% | -0.1% | 0.3% | -35.9% | 0.7% | 0.2%
COc1cccc(-c2sc3ccccc3c2-c2ccc(OCCN(C)C)cc2)c1 | ? | 5.1% | nt | nt | nt | -15.5% | nt | -37.8% | nt | -10.4% | nt
Cc1cc([N+](=O)[O-])nn1CC(=O)N1N=C(C(F)F)CC1(O)C(F)F (configuration not stated) | 8.3% | 0.3% | -18.3% | -1.4 | 4.8% | 13.8% | -1.4% | -0.3% | -2.9% | -0.7% | -1.6%
CCc1[nH]nc2c1C(c1ccsc1)C(C#N)=C(N)O2 (configuration not stated) | -1.1% | 0.1% | -10.3% | -7.9 | 1.0% | 9.6% | 0.4% | -21.9% | -12.1% | 7.6% | 1.5%
COc1ccccc1N1CCN(C(=O)CCNC(=O)c2ccco2)CC1 | ? | 0.3% | nt | 2.4 | 13.3% | ? | 5.7% | 54.9% | nt | 8.0% | -19.1%
CC1CCc2c(C(=O)Nc3ccccn3)csc2C1 (configuration not stated) | ? | -1.6% | -6.0% | 18.4 | 3.55µM* | 25.3% | 3.16µM* | ? | -38.5% | ? | 2.13µM*
Cn1c(-c2ccccc2)cnc1SCc1nc2ccccc2c(=O)[nH]1 | ? | 10.8% | 2.9%[0.365 µM] | 15.2 | 2.82µM* | 10.1% | 1.41µM* | ? | -12.9% | 2.06µM* | 6.01µM*
COc1ccc(CNC(=O)Cc2cccs2)cc1OC | ? | -16.3% | -23.7% | 1.8 | 12.1% | 5.7% | 1.3% | 38.6% | 3.5% | 6.9% | -6.5%
Cc1ccc(S(=O)(=O)N2CCN(C(=O)c3ccc4c(c3)OCO4)CC2)cc1 | -21.7% | 0.0% | -6.2% | 0.2 | 1.6% | -0.7% | -0.8% | 2.8% | 19.6% | -1.8% | 2.1%
COc1cc2c(cc1OC)C(c1ccccc1Cl)N(C)CC2 (configuration not stated) | 0.0% | 0.2% | -5.8% | -0.7 | -3.2% | nt | -0.2% | -8.8% | -24.8% | -2.6% | -1.8%
COc1ccc(N2CCN(C(CNC(=O)C(=O)NCC(OC)OC)c3ccco3)CC2)cc1 (configuration not stated) | 10.9% | 3.0% | -9.5% | -2.9 | 1.0% | 6.2% | -4.4% | -5.9% | -39.1% | -0.7% | -0.1%
CC1(C)CC(=O)C2=C(C1)Nc1ccccc1NC2c1cccc(F)c1 (configuration not stated) | 0.0% | 0.0% | 5.2% | -4.4 | 2.3% | -22.6% | -1.3% | -0.6% | -10.3% | 0.3% | -12.8%
CCOc1ccccc1-n1c(CNc2ccc(F)cc2)nnc1SCC(=O)NCc1ccco1 | -23.3% | -3.3% | -19.2% | 2.1 | -0.3% | 0.7% | -1.9% | -9.7% | ? | -5.2% | -4.0%
Cc1ccnc(NS(=O)(=O)c2ccc(NC(=O)c3ccc(Cl)cc3[N+](=O)[O-])cc2)n1 | 1.1% | 1.5% | -1.2% | -3.3 | 2.3% | ? | 1.9% | -2.1% | -4.9% | 2.6% | 6.5%
COc1ccc(C(=O)N2CCCC(CCC(=O)NCc3ccccc3F)C2)c(OC)n1 (configuration not stated) | 1.1% | -2.1% | 1.2% | -1.6 | -2.0% | 7.1% | -0.8% | 0.0% | 7.4% | -2.1% | 3.9%
CC(=O)Nc1ccc(NC(=O)COC(=O)c2cc(S(=O)(=O)N(C)C)ccc2N2CCCC2)cc1 | -26.2% | 0.0% | nt | 1.0 | 1.5% | -5.0% | -3.9% | -13.0% | nt | -2.0% | 0.7%
COCC(C)NC(=O)C1CC(c2cccc(Br)c2)=NO1 (configuration not stated) | 5.5% | 1.1% | 8.1% | -0.8 | -2.2% | -6.7% | 4.4% | -2.1% | -17.4% | 1.1% | 0.4%
CCN(C(=O)COC(=O)COc1ccccc1Cl)c1c(N)n(Cc2ccccc2)c(=O)[nH]c1=O | 17.2% | -0.9% | nt | 1.6 | 1.3% | -4.3% | -0.4% | -3.6% | nt | 1.1% | -0.6%
O=C(CSc1nc(O)cc(=O)n1-c1ccccc1)NCc1ccccc1 | 10.7% | -3.2% | -3.7% | 2.3 | -3.3% | 11.0% | -6.5% | 0.3% | 10.0% | 0.3% | 5.3%
Cc1nn(C)c(C)c1S(=O)(=O)N(CC(=O)Nc1nccs1)c1ccc(C(C)C)cc1 | -11.4% | 9.4% | 5.2% | -0.6 | -5.1% | -8.8% | 1.5% | -2.3% | 3.5% | 0.5% | 8.7%
S=C(NCc1ccncc1)Nc1ccc(Cl)c(Cl)c1 | -25.8% | -29.3% | 1.1% | ? | -0.9% | 0.2% | -7.6% | -27.4% | ? | -5.5% | 0.1%
COc1ccc(/C=C2\OC(=O)c3c(OC)cccc32)cc1OC | ? | 1.0% | -7.1% | -2.2 | 2.82µM* | 6.5% | 2.82µM* | 10µM* | -16.6% | ? | 1.07µM*
Cn1cc(SCC(=O)NCc2ccc(F)cc2)c2ccccc21 | 9.8% | -8.1% | 9.2% | 2.6 | -3.2% | 0.0% | -1.3% | -12.8% | 11.3% | -0.7% | 4.2%

A draw from above in order of heavy-atom count, lowest first.
SMILES | ELG1 DNA repair | Tb PFK block | VP16 counter | TRPV1 agonist | NPC1 promoter act | p53 reactivation | Rab9 prom act | BRCA1 expr up | RORg inh | ELG1 genotoxic | FLuc modulator
S=C(NCc1ccncc1)Nc1ccc(Cl)c(Cl)c1 | -25.8% | -29.3% | 1.1% | ? | -0.9% | 0.2% | -7.6% | -27.4% | ? | -5.5% | 0.1%
COc1ccc(/C=C2\OC(=O)c3c(OC)cccc32)cc1OC | ? | 1.0% | -7.1% | -2.2 | 2.82µM* | 6.5% | 2.82µM* | 10µM* | -16.6% | ? | 1.07µM*
CCN(C(=O)COC(=O)COc1ccccc1Cl)c1c(N)n(Cc2ccccc2)c(=O)[nH]c1=O | 17.2% | -0.9% | nt | 1.6 | 1.3% | -4.3% | -0.4% | -3.6% | nt | 1.1% | -0.6%

High-throughput results from PubChem.
